SR-BI HDL uptake = inhibitors of mouse SR-BI mediated HDL lipid uptake | ldlA[mSR-BI] CHO cells, DiI-HDL uptake fluorescence, 3 h | inhibition, % at 12.5 µM | 320,000 compounds, 0.96% hits | Q61009;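 active = mean replicate inhibition of at least 70% and a set share of replicates each scoring 70 or more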;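 also: 0% = median of neutral control wells and 100% = median of positive control wells; values of inactives mirror those of a sister screen read the other way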
dFosB act = enhances mouse delta FosB homodimer DNA binding | 340,000 compounds, 0.99% hits | P13346 | activation, % at 25 µM | purified delta FosB, TAMRA-CDK5 oligo fluorescence polarization; percent of positive-control signal above neutral wells | AID 493131;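 active = mean activation above about 17%, with every replicate also reaching it, limit read from the data, passing the limit was not always enough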;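 also: fluorescence polarization rise as delta FosB binds a TAMRA Cdk5 AP-1 oligo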
Target sequence (P13346 whole entry, looked up): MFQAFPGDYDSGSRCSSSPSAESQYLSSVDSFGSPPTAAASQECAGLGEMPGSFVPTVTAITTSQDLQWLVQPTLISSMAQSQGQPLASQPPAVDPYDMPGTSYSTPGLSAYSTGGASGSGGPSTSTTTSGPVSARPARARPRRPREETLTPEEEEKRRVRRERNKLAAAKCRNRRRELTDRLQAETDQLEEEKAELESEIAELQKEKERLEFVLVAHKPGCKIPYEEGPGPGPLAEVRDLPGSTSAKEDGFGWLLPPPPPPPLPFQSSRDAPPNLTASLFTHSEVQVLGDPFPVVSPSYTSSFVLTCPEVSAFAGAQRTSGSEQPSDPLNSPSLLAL
NSD2 inh = blocks human histone methyltransferase NSD2 | AID 743445 | 310,000 compounds, 0.54% hits | NSD2 peptide methylation, AlphaScreen, 120 min | inhibition, % at 12.5 µM | O96028; in the data active = inhibition above about 50%
PvdQ inh = blocks Pseudomonas aeruginosa PvdQ acylase activity. purified PvdQ acylase, fluorescence plate reader. inhibition, % at 10 µM. 340,000 compounds, 0.063% hits. AID 488965; in the data active = inhibition above about 30%, passing the limit was not always enough;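 also: 0% = vehicle neutral wells and 100% = reference inhibitor wells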
MITF act = increases MITF-driven TRPM1 promoter luciferase signal; activation, % at 12.5 µM; SK-MEL-5 TRPM1-promoter luciferase, 24 h; % of positive control, neutral wells = 0; AID 588334; 300,000 compounds, 0.75% hits;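 active = mean activation of at least 80% with every replicate also reaching 80%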;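 also: 0% = neutral control wells and 100% = parthenolide positive control wells; values of inactives mirror those of a sister screen read the other way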
CDK5 p35 inh = inhibitors of human CDK5/p35 kinase. Q00535+Q15078. Recombinant CDK5/p35, ADP-Glo luminescence, 60 min. inhibition, % at 10 µM. 330,000 compounds, 0.01% hits;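 active = highest replicate inhibition of at least 50% and at least 75% of replicates reaching 50%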;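 also: plate controls were DMSO neutral control for no effect and GW8510 at 10 µM for full effect; many of its hits are not listed in these tables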
Target sequence (Q00535 whole entry, looked up): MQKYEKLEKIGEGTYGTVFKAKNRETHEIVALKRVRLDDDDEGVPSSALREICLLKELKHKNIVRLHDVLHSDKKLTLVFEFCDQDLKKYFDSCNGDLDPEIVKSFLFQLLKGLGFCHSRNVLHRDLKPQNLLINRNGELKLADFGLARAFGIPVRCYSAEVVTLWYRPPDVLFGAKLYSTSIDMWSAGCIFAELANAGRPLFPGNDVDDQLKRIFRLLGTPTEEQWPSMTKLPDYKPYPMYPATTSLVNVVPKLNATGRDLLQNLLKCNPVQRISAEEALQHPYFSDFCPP
Target sequence (Q15078 whole entry, looked up): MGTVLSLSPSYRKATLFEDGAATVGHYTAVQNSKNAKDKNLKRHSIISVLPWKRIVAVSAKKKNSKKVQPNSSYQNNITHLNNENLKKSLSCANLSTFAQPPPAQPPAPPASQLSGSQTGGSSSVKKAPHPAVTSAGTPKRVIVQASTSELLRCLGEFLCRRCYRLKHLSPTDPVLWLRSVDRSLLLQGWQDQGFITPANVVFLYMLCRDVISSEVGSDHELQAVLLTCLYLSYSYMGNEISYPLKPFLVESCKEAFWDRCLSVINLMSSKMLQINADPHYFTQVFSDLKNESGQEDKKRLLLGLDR
Wnt act = Wnt/beta-catenin pathway activation | Wnt/beta-catenin reporter cell assay, activator, plate reader | activation, % at 9.35 µM | 300,000 compounds, 1.2% hits | AID 743398; in the data active = activation above about 30%, passing the limit was not always enough;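 also: 0% = neutral control wells and 100% = positive control wells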
HTR5A inv ctr = HTR5A inverse agonism, opioid heterodimer counter-screen; inhibition, % at 9.3 µM; 340,000 compounds, 0.083% hits; HTR5A cell line, luminescence; in the data active = inhibition mostly above about 23%, no sharp cut-off; inactive = mostly below about 18%;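 also: 0% = cells with DMSO and 100% = no-cell wells with DMSO; some compounds called inactive have numbers as strong as hits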
V-ATPase pH = alters yeast V-ATPase proton transport. 350,000 compounds, 0.37% hits. response, % at 10 µM. S. cerevisiae, pHLuorin cytosolic pH fluorescence. AID 504577; in the data active = response mostly above about 7.3%, no sharp cut-off; inactive = mostly below about 5.4%; also: actives read high; inactives centre near 0; some compounds called inactive have numbers as strong as hits; reference of the scale not given here
HTR5A ag = activates human HTR5A in OPRM1-OPRD1 agonist counter-screen; P47898; HTR5A agonist assay, luminescence, cell-based; activation, % at 9.3 µM; 340,000 compounds, 0.61% hits; in the data active = activation mostly above about 9.5%, no sharp cut-off; inactive = mostly below about 7.6%;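 also: 0% = cells with vehicle only and 100% = reference agonist; strong numbers were not always called active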
Active calls of the source: *; . = not tested or not shown.

mol	HTR5A ag	V-ATPase pH	SR-BI HDL uptake	HTR5A inv ctr	PvdQ inh	NSD2 inh	dFosB act	Wnt act	MITF act	CDK5 p35 inh
CCN(CC(=O)Nc1cc(S(=O)(=O)N2CCCCC2)ccc1C)Cc1ccccc1	-6.3	-4.3	40.8	10.5	-10.7	-2.4	3.6	-2.6	-19.1	1.0
CC(C)NC(=O)[C@@H]1CSC2c3ccccc3C(=O)N21 (some centres undefined)	-0.1	-4.3	-20.4	0.5	1.5	-8.0	8.4	2.5	4.5	-0.5
Cn1c(=O)oc2cc(S(=O)(=O)Nc3ccc4c(c3)OCCO4)ccc21	-3.0	1.0	-15.2	7.9	-20.2	-0.2	-5.1	.	-5.9	-1.7
CCC1Sc2ccccc2N(CC(=O)NCc2ccccc2OC)C1=O (centres undefined)	2.1	0.6	9.8	-6.9	3.6	-1.0	-6.1	.	12.9	0.2
Cc1ccc(S(=O)(=O)N2CCN(CCc3ccncc3)CC2)cc1	-1.2	2.7	-16.1	4.2	-7.2	-1.9	-0.9	-3.7	-2.2	1.2
Cc1ccc(N=Nc2c(C)[nH]n(-c3ccccc3)c2=O)cc1	-1.9	-2.2	-12.6	5.2	-2.5	-5.9	-0.2	-0.4	-11.1	0.6
O=C(CSc1nnc(C2CC2)n1C1CC1)Nc1cccc(Br)c1	2.3	-0.5	16.7	-6.3	-7.2	10.0	-7.3	0.5	13.0	0.9
O=C(Nc1cccc(F)c1)NC1(C(=O)NCC2CCCO2)CCCCC1 (centres undefined)	-7.5	4.0	.	20.1	-12.0	-2.4	2.7	-0.9	-10.0	-0.6

(continued)
mol	HTR5A ag	V-ATPase pH	SR-BI HDL uptake	HTR5A inv ctr	PvdQ inh	NSD2 inh	dFosB act	Wnt act	MITF act	CDK5 p35 inh
COc1ccc(C2c3c(ccc4ccccc34)Oc3ncn4nc(Cc5ccccc5)nc4c32)cc1OC (centres undefined)	0.3	2.4	-6.9	-7.7	-3.6	-1.8	-3.5	.	5.6	1.4
CCOc1ccc(Cc2c(Cl)nc(SC)nc2OC)cc1	1.8	0.4	2.6	3.1	-13.5	-2.2	-2.9	3.0	.	-2.0
COc1ccc(C)cc1S(=O)(=O)N(CC(=O)NCc1ccc(Cl)cc1)Cc1ccccc1	-2.0	0.8	9.0	9.6	-12.7	-0.1	-20.9	.	2.4	-1.3
CCN(CC)CCOC(=O)c1ccc(NC(=O)CNC(=O)c2ccccc2)cc1	-5.2	0.2	-5.8	-1.1	6.7	9.7	-3.7	-1.4	5.2	0.4
CC(C)CCC1(C)NC(=O)N(CC(=O)c2ccc[nH]2)C1=O (centres undefined)	0.7	0.6	-2.3	7.1	2.6	.	-9.9	-2.6	-8.6	0.2
CC(C)(C)c1ccc(C(=O)NC(=S)NCc2ccco2)cc1	-5.2	-0.5	-19.6	13.2	-14.4	0.3	-2.4	3.5	24.8	-3.0
CCc1ccccc1NC(=O)NCCN1CCCCC1	1.8	-1.6	-19.2	-6.5	-9.3	-1.4	-3.1	-0.7	.	1.1
O=C(CN1C(=O)c2ccccc2S1(=O)=O)NC1CCCC1	-2.0	-0.2	-11.8	-2.5	-7.5	0.9	-3.0	.	5.2	-1.4

(list continues)
mol	HTR5A ag	V-ATPase pH	SR-BI HDL uptake	HTR5A inv ctr	PvdQ inh	NSD2 inh	dFosB act	Wnt act	MITF act	CDK5 p35 inh
Cc1ccc(C(=O)N/C(=C\c2ccc(F)cc2)C(=O)NCCN2CCOCC2)cc1	-5.8	-2.4	-10.0	6.7	2.6	1.7	-3.6	0.5	9.0	-1.5
O=C(C=C=Nc1ccccc1)C(=O)N=C=Cc1ccccc1	-3.8	-1.4	5.5	10.3	-7.0	0.7	-2.4	26.1	-83.5	0.8
COc1ccc(/C=N\NC(=O)c2cc(O)c(O)c(O)c2)cc1CN1CCN(c2ccc(F)cc2)CC1	-4.0	2.1	30.8	-30.5	10.3	15.8	12.3	.	-2.8	1.0
Cc1nc(S/C(=C/c2ccc(-c3ccc(Cl)cc3)o2)C(=O)O)n[nH]1	-2.3	-27.7	-25.9	-8.5	7.1	9.0	-12.4	.	-15.4	0.3
COc1ccc(-c2oc3ncn(CCN4CCOCC4)c(=N)c3c2-c2ccc(OC)cc2)cc1	-1.1	7.0	27.6	-18.9	-12.9	1.5	-11.3	.	.	-0.5
Cc1cc(NC(=O)CSc2cn(CCNC(=O)c3ccc(F)cc3)c3ccccc23)no1	-0.7	-7.2	2.7	9.1	7.4	1.3	-3.0	-4.1	0.7	-0.7
c1ccc(OCC2CCNCC2)nc1	-1.4	0.1	-9.9	5.0	-4.3	1.4	-2.5	-1.1	5.3	0.3
Cc1noc(C)c1COC(=O)c1csc2c1CCCC2	-2.4	3.1	-3.3	26.5	6.1	-4.7	-0.9	2.0	-2.5	0.2

Next results follow:
mol	HTR5A ag	V-ATPase pH	SR-BI HDL uptake	HTR5A inv ctr	PvdQ inh	NSD2 inh	dFosB act	Wnt act	MITF act	CDK5 p35 inh
COc1ccc(NC(=O)CNC(=O)c2nn(-c3ccc(OC)c(Cl)c3)c(=O)c3ccccc23)c(OC)c1	1.1	-2.4	56.8	-1.5	-13.5	-3.2	10.6	-3.7	-2.9	-2.3
CCCCn1c(N)c(N(CCOC)C(=O)COC(=O)COc2c(C)cccc2C)c(=O)[nH]c1=O	-3.4	-0.2	-4.8	8.9	-6.8	-2.9	-7.0	3.0	-10.7	-0.7
CC(=O)Nc1ccc(N2C(=O)CSC2c2cccc([N+](=O)[O-])c2)cc1 (centres undefined)	-3.6	-1.4	15.2	9.5	-5.2	-3.6	-2.3	.	-4.5	1.5
CCCN(CCC)S(=O)(=O)c1ccc(C(=O)N2CCN(C)CC2)cc1	0.2	0.2	-20.0	-0.8	1.6	-3.2	-1.1	-0.8	.	1.8
COc1ccc(NS(=O)(=O)c2cc(NC(=O)CNC(=O)c3cccc(OC)c3)ccc2C)cc1	4.6	-0.3	-7.4	-15.9	-10.7	7.6	-9.0	-10.1	-67.4	0.5
CCOC(=O)CCn1nnc(N)n1	0.0	0.7	-12.7	0.0	-0.9	10.2	-1.7	-2.4	-7.5	0.0
Cn1nc([N+](=O)[O-])c(C(C#N)c2ccccn2)c(Cl)c1=O (centres undefined)	-0.1	0.9	7.9	0.4	2.5	16.2	-12.9	-10.8	-34.4	0.8
O=C(NNc1c(F)c(F)cc(F)c1F)c1ccco1	-0.5	1.1	-29.1	7.1	-17.4	-2.3	0.3	-20.2	1.2	1.5

Further compounds follow.
mol	HTR5A ag	V-ATPase pH	SR-BI HDL uptake	HTR5A inv ctr	PvdQ inh	NSD2 inh	dFosB act	Wnt act	MITF act	CDK5 p35 inh
Cc1ccc(S(=O)(=O)N2CCN(Cc3ccccc3C(F)(F)F)CC2)cc1	-6.7	-3.1	-10.5	14.7	-8.3	-2.0	2.3	.	5.2	2.4
COc1ccc(C2CCCN2CC(O)COc2ccccc2C(C)C)cc1 (centres undefined)	-5.1	-2.0	.	-11.6	-11.6	0.3	0.9	-3.0	8.5	-1.6
O=C(Cn1c(=O)[nH]c2sc3c(c2c1=O)CCCC3)NCC1CCCO1 (centres undefined)	8.0	-3.3	-16.2	-32.5	6.2	2.7	-0.9	-1.7	1.6	-1.9
Cn1cnnc1SCCC(=O)Nc1ccccc1	6.0	-3.6	-31.9	-15.3	7.5	4.8	-9.7	-0.5	-0.8	0.4
CC(Sc1nnc(Cc2ccc3c(c2)OCO3)o1)C(N)=O (centres undefined)	9.1	2.0	-23.0	16.1	0.2	0.2	-1.5	-0.2	-3.8	-0.3
Cc1cc(=O)cc(C)[nH]1	3.4	-1.9	-0.1	15.1	-5.7	-1.8	-7.0	5.6	3.9	-2.2
O=C(CSc1ncnc2sccc12)N1CCCCC1	0.1	3.4	8.8	-0.3	-17.0	-0.7	4.6	9.5	72.9	-0.4
c1ccc(CC[C@@H]2CC[C@@H](CCc3ccccc3)N2)cc1	-4.2	4.9	-5.8	-23.9	-14.8	.	-2.8	2.1	19.8	0.0

Fetched by structure from the entries so far:
mol	HTR5A ag	V-ATPase pH	SR-BI HDL uptake	HTR5A inv ctr	PvdQ inh	NSD2 inh	dFosB act	Wnt act	MITF act	CDK5 p35 inh
Cc1nc(S/C(=C/c2ccc(-c3ccc(Cl)cc3)o2)C(=O)O)n[nH]1	-2.3	-27.7	-25.9	-8.5	7.1	9.0	-12.4	.	-15.4	0.3
CCCCn1c(N)c(N(CCOC)C(=O)COC(=O)COc2c(C)cccc2C)c(=O)[nH]c1=O	-3.4	-0.2	-4.8	8.9	-6.8	-2.9	-7.0	3.0	-10.7	-0.7

(next part)
mol	HTR5A ag	V-ATPase pH	SR-BI HDL uptake	HTR5A inv ctr	PvdQ inh	NSD2 inh	dFosB act	Wnt act	MITF act	CDK5 p35 inh
CC(=O)Nc1nc(NCc2ccccc2Cl)n(-c2ccccc2)n1	-3.3	-4.0	3.5	12.3	-5.0	18.6	7.7	1.2	8.6	-1.4
COc1ccc(CCC(C)NC2C3CC4CC(C3)CC2C4)cc1 (centres undefined)	0.4	15.8*	43.8	4.0	1.7	0.9	-2.3	.	-8.1	0.5
O=C(NCc1nnc2c3ccccc3c(-c3ccccc3)nn12)c1ccc(Cl)cc1	-0.5	0.0	3.6	-6.0	-13.4	-0.1	-22.9	-3.7	6.1	-0.1
COC(=O)/C=C1\NC(=O)C(C)S1 (centres undefined)	3.8	-4.6	-18.6	-9.9	-17.5	0.3	5.4	-0.8	3.1	0.0
Nn1c(COc2ccccc2)nnc1SC(F)F	-1.8	-0.6	-3.4	14.8	-0.6	-0.7	0.8	-12.6	-10.5	-1.6
CN1CCC(N(C)C(=O)c2ccc(Cl)c(S(=O)(=O)N3CCc4ccccc43)c2)CC1	-1.8	0.4	39.5	0.7	3.3	6.4	-11.8	-4.2	31.8	1.0
Nc1nc(/C=C/c2cccnc2)nc(-c2ccccc2O)n1	3.2	0.2	25.8	-47.5	0.5	-1.2	1.1	-0.4	-2.6	-0.6
CCOc1ccc(NCc2cccn2-c2nnc(N3CCC(C(=O)NCCCN4CCCCC4CC)CC3)s2)cc1 (centres undefined)	0.0	0.1	11.7	1.1	-25.7	31.0	-2.3	-1.0	-25.3	-2.0

Later entries.
mol	HTR5A ag	V-ATPase pH	SR-BI HDL uptake	HTR5A inv ctr	PvdQ inh	NSD2 inh	dFosB act	Wnt act	MITF act	CDK5 p35 inh
CSc1nccc(-c2cc(Cl)sc2Cl)n1	3.8	3.1	10.0	-6.5	-11.3	-2.7	-10.7	1.1	.	0.8
COc1ccc(Cl)cc1NC(=O)COC(=O)CCCC1=NS(=O)(=O)c2ccccc2N1	1.2	-0.7	7.8	-6.7	-5.5	1.6	1.4	-0.9	2.0	-0.9
Cc1nc(N2CCN(C(=O)c3ccc(Cl)cc3)CC2)c(C#N)c2c1COC(C)(C)C2	1.1	7.8	57.0	-15.2	-31.8	.	-14.3	-2.7	4.2	-2.3
CCC1CCCCN1C(=O)c1cc(COc2ccc(-n3cncn3)cc2)on1 (centres undefined)	-1.7	1.3	4.0	4.3	-15.4	-1.3	-7.4	-1.2	-4.1	0.4
O=C(OCCCc1cc2ccccc2c(=O)o1)c1ccc2c(c1)OCO2	1.7	5.5	-9.1	-22.6	9.6	.	-4.0	2.6	3.1	-3.8
CCOC(=O)Cc1csc(NS(=O)(=O)c2cc(Cl)ccc2Cl)n1	0.9	5.8	-13.7	0.5	2.3	2.9	-4.4	-0.1	.	0.0
Cc1ccc(NC(=O)CSc2nc(=O)n(CCN(C)C)c3c2CCCC3)cc1Cl	-3.7	2.9	7.5	10.1	19.1	4.7	-2.8	-4.9	8.1	-0.1
COc1ccc(C2(C)NC(=O)N(CC(=O)Nc3ccc(Br)cc3F)C2=O)cc1OC (centres undefined)	9.3	-0.9	3.0	-26.5	-12.2	-0.5	-13.4	-2.1	-1.1	1.7

Source: PubChem
